S3 lipid droplet – qHTS Assay for Lipid Storage Modulators in Drosophila S3 Cells | Drosophila S3 cells, BODIPY lipid droplet fluorescence, 18-24 h; cells fed with added oleic acid | actives 0.64% (n = 320,000) | lipid storage change, negative = inhibition, % at the top dose, mostly 46.1 µM; hits show Potency in µM; active = well fitted inhibition curve with a large enough effect in the signal ratio, with a control signal flat, not every such curve was filed as active; inconclusive = small, poorly fitted or top-dose-only effect, or effect the other way, or a change in a side signal; the % refers to the signal ratio
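Drosophila S3 cells loaded with oleic acid (400 uM, as added) and compounds at several concentrations; lipid droplets imaged by 488-nm laser-scanning cytometry, 500–530 nm intensity and object ratio to cell channel. Percent activity normalized to 20 uM Triacsin C.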
S3 lipid droplet cell count max – also measured in S3 lipid droplet; calls as there; cell number change, %; measured here: cell count max response;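 cells counted by Cell Tracker Red CMTPX staining in the red channel; peak over a dose series mostly up to 46.1 µM; percent activity relative to internal control wells on each plate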
Active calls of the source: *; i = inactive; ? = inconclusive; nt = not tested or not shown; [ ] = remark or other dose. % is scaled to controls: 0 for no effect and ±100 for the full control effect; potency is read from the fitted curve at half-maximal effect.

SMILES	S3 lipid droplet	S3 lipid droplet cell count max
COC(=O)CSc1nnc(Cc2ccccc2)n1-c1ccc(C)cc1	-3%	0
CCCNC(=O)COc1ncnc2sccc12	?	nt
O=C(NCc1ccc(F)cc1)c1cc2n(n1)C(C(F)(F)F)CC(C1CC1)N2 (stereo not given)	23%[9.22 µM]	2
Cc1ccc(C(=O)NCC(=O)OCC(=O)NC(C)C2CC3CCC2C3)cc1 (stereo not given)	?	nt
CCN(CC(=O)Nc1cccc(C#N)c1)CC(=O)Nc1cccc(OC)c1	?	nt
COc1ccc(CN2CC34C=CC(O3)C(C(=O)O)C4C2=O)cc1 (stereo not given)	?	nt
COc1ccc(C2=NOC(C(=O)N3CCCc4ccccc43)C2)cc1 (stereo not given)	?	nt
COc1cc(NC(=O)c2cc3nc(-c4ccccc4)cc(-c4ccccc4)n3n2)cc(OC)c1OC	4%	2
Cc1ccc(C)c(N2CCN(C(=O)c3ccccc3Br)CC2)c1	21%	11
CCOc1ccc(CCNC(=O)CCN2C(=O)COc3ccccc32)cc1OCC	-21%	0
CCCCCCC1CC(CC(=O)Nc2ccc([N+](=O)[O-])cc2)C(=O)O1 (stereo not given)	-15%	-14
O=C(/C=C/c1ccccc1)C1=C(O)C(=O)N(CCO)C1c1ccccc1[N+](=O)[O-] (stereo not given)	?	nt
COc1ccc(NC(=S)N2CCN(CCN3C(=O)c4cccc5cccc(c45)C3=O)CC2)cc1	?	nt
CCCCN(CC)CCCNC(=O)CN1C(=O)CSc2ccc(S(=O)(=O)N3CCOCC3)cc21	4%	17
COc1cccc(C=Nc2ccc3c(c2)OCCO3)c1O	?	nt
O=C(CSc1nc(-c2ccccc2)nc2ccc(F)cc12)Nc1ccc(C(=O)O)cc1	22%	-5
O=[N+]([O-])c1c(NCCCO)cc(N2CCN(Cc3ccc4c(c3)OCO4)CC2)c2nonc12	?	nt
O=C1CC(c2cc([N+](=O)[O-])ccc2Cl)c2c(ccc3ccccc23)N1 (stereo not given)	-9%	-22
CC/C(=N/NS(=O)(=O)c1ccc(Cl)cc1)c1ccc(O)cc1	?	nt
CCC(C)[C@H](NC(=O)NCc1cccnc1)C(=O)OC (stereo not given in full)	-11%	10
CCOc1ccc(S(=O)(=O)n2nc(C)c(S(=O)(=O)N3CCOCC3)c2C)cc1	?	nt
Cc1ccc(S(=O)(=O)N(C)c2ccccc2C(=O)N2CCCC2)cc1	i	-27
CCN(C(=O)c1cc2c(=O)n3cccc(C)c3nc2s1)C1CCCCC1	?	nt
CCc1nonc1NC(=O)c1oc2ccc(C)cc2c1C	i	-19
O=C(Nc1ccccc1)Nc1cccc(-c2cn3cccnc3n2)c1	-2%	nt
COCCOC(=O)CC1=NC(=O)CS1	-3%	3
COC(=O)c1cc(-c2c(-c3ccc4c(c3)OCO4)noc2-c2ccsc2)cc([N+](=O)[O-])c1	?	nt
CCCN(CC(=O)Nc1cc(C)on1)CC(=O)Nc1ccccc1C	?	nt
Cc1cc2c([nH]c3ccccc32)c(C)n1	?	nt
O=C(CNC(=O)c1ccccc1)OCc1nc2ccccc2s1	0%	-6
CC(C)[C@H](NC(N)=O)C(=O)Nc1ccc(F)c(Cl)c1	?	nt
Cc1noc(/C=C/N(C)C)c1S(=O)(=O)N1CCC(C(=O)NC(C)(C)C)CC1	?	nt
O=C(O)c1ccccc1-c1ccccc1C(=O)NCc1ccco1	?	nt
O=S(=O)(c1ccc(Cl)s1)N1CCc2ccccc2C1	?	nt
COc1cccc(C(=O)Nc2c(C)n[nH]c2C)c1	24%	4
O=C(CCN1C(=O)/C(=C/c2ccc(F)cc2)SC1=S)N[C@@H](CO)Cc1ccccc1	29µM*	-1.1*
Cc1cc(=O)c(C(=O)O)nn1-c1ccccc1Cl	?	nt
O=S1CC/C(=N\O)c2ccccc21 (stereo not given)	6%	15
CC(C)(C)N(CC#CCC1(O)c2ccccc2-c2ccccc21)CCO	28%	12
O=c1c2c(-c3cccs3)csc2ncn1-c1ccc(Br)cc1	3%	7
CC1(C)OC(=O)C(=NNc2ccccc2C(=O)O)C(=O)O1	9%	5
CCN(CC)S(=O)(=O)c1cc(NC(=O)c2n[nH]c(=O)c3ccccc23)ccc1C	?	nt
COc1ccc(/C=C/C(=O)Nc2cccnc2Cl)cc1	-11%	-2
Cc1ccc(S(=O)(=O)N2CCOC23CCN(C(=O)c2cc(Cl)ccc2Cl)CC3)cc1	i	0
O=C1C(Nc2ccc(O)cc2)=C/C(=N/S(=O)(=O)c2cccs2)c2ccccc21	?	nt
CCOc1ccc(-n2cc(C(=O)NCCOC)c3cc(OC)c(OC)cc3c2=O)cc1	?	nt
COc1ccc(-c2nn3c(C4CCCCC4)nnc3s2)cc1OC	?	nt
CC(C)(C)NC(=O)NC(=O)CN1CCc2ccccc21	9%	0
CCCCCN(C(=O)COC(=O)COc1c(C)cc(C)cc1C)c1c(N)n(CCCC)c(=O)[nH]c1=O	i[0.0737 µM]	-5
O=C1NC2(CCCCCC2)C(=O)N1Cc1ccccc1	?	nt
O=C(CSCc1ccccc1)Nc1cccc(C(=O)Nc2ccc(C(=O)O)cc2)c1	-3%	nt
N#CC1(NC(=O)CSc2nnc(-c3ccccc3F)o2)CCCCC1	?	nt
CC[N+](C)(CC)CCOC(=O)C1c2ccccc2Oc2ccccc21	-8%	0
COc1ccc(-c2ncncc2-c2csc(C)n2)c(O)c1OC	?	nt
Cc1cccc2sc(NC(=O)c3ccc(OCC4CCCO4)cc3)nc12 (stereo not given)	?	nt
CC(=O)Nc1ccc(-c2csc(NC(=O)CCCc3cccs3)n2)cc1	?	nt
c1ccc(COc2ccc(CNCc3cccnc3)cc2)cc1	?	nt
CCCC(=O)NC(=S)Nc1ccccc1C(F)(F)F	?	nt
COc1ccc(OC)c(NC(=O)c2cc3ccccc3cc2OC)c1	?	nt
O=C(NCCc1ccccc1)c1ccc(CS(=O)(=O)Cc2ccccc2F)o1	?	nt

Looked up one by one from the list above (2):
SMILES	S3 lipid droplet	S3 lipid droplet cell count max
O=S(=O)(c1ccc(Cl)s1)N1CCc2ccccc2C1	?	nt
CCN(C(=O)c1cc2c(=O)n3cccc(C)c3nc2s1)C1CCCCC1	?	nt

Remaining list, next part:
SMILES	S3 lipid droplet	S3 lipid droplet cell count max
O=C(NCCc1ccccc1)C1CCN(C2CCN(C(=O)CC3=CCCCC3)CC2)CC1	3%	6
O=C(NC(NC(=S)Nc1ccccc1Cl)C(Cl)(Cl)Cl)c1cccc(Cl)c1 (stereo not given)	?	nt
COC(=O)c1cc(NC2c3ccccc3C(=O)N2Cc2ccco2)cc(C(=O)OC)c1 (stereo not given)	?	nt
CCN(C(=O)CSc1nnc(C)n1Cc1ccccc1)C1CCS(=O)(=O)C1 (stereo not given)	?	nt
Cc1cc(-c2nn(-c3ccccc3F)cc2CN2CCC(C(N)=O)CC2)c(C)s1	-8%	-1
Cc1ccc(C2=Nc3cccnc3C(c3ccccc3)=NN2)cc1	2%	3
Cc1cc2nc(C3CCN(Cc4nnnn4Cc4cccs4)CC3)[nH]c2cc1C	i	21
O=S(=O)(c1ccc(F)cc1)N1CCc2ccccc21	?	nt
CCc1nnc(NC(=O)C2=NN(C3CCS(=O)(=O)C3)C(=O)CC2)s1 (stereo not given)	?	nt
CCc1ccccc1NC(=O)CSc1ccsc1[N+](=O)[O-]	?	nt
CCCOc1ccc(N2C(=O)CC(N(CCc3ccc(OC)c(OC)c3)C(=S)Nc3ccccc3)C2=O)cc1 (stereo not given)	?	nt
Cc1onc(-c2ccccc2)c1C(=O)N1CC(C)OC(C)C1 (stereo not given)	-9%	-2
CCCCNC(=O)Nc1nc(SCC(=O)OCC)n[nH]1	10%	2
Cc1ccc(-c2cn(-c3ccccc3)c(=S)[nH]2)cc1C	12%	14
COC(=O)c1c(-c2ccccc2)csc1N	?	nt

One compound at a time, from the list above. Screens in order: S3 lipid droplet | S3 lipid droplet cell count max
Entry for O=C1C(Nc2ccc(O)cc2)=C/C(=N/S(=O)(=O)c2cccs2)c2ccccc21 : ? | nt
Entry for CCc1nnc(NC(=O)C2=NN(C3CCS(=O)(=O)C3)C(=O)CC2)s1 (stereo not given) : ? | nt
Entry for COC(=O)c1cc(-c2c(-c3ccc4c(c3)OCO4)noc2-c2ccsc2)cc([N+](=O)[O-])c1 : ? | nt
Entry for O=C(CSCc1ccccc1)Nc1cccc(C(=O)Nc2ccc(C(=O)O)cc2)c1 : -3% | nt
Entry for Cc1ccc(C2=Nc3cccnc3C(c3ccccc3)=NN2)cc1 : 2% | 3

More structures follow:
SMILES	S3 lipid droplet	S3 lipid droplet cell count max
CCOC(=O)OC(C)OC(=O)[C@@H]1N2C(=O)[C@@H](NC(=O)[C@H](N)c3ccccc3)[C@H]2SC1(C)C (stereo not given in full)	2%	1
CN(C)c1ccc(C(=O)OCC#CCSc2nnc(-c3cccc4ccccc34)o2)cc1	?	nt
Cc1nnsc1C(=O)Nc1cccc(Cl)c1	2%	nt
Cc1ccc(CNC(=O)CCC(=O)Nc2nnc(C)s2)cc1	?	nt
C=C(C)C(=O)Nc1cccc(C2=NOC3(C2)C[C@@H](C(N)=O)N(C(=O)c2ccc(OC)cc2)C3)c1 (stereo not given in full)	2%	11
CC(=O)Nc1ccc(S(=O)(=O)NCc2nc(-c3ccccc3C)no2)cc1	?	nt
CC1CCc2c(sc3c2C2=NS(=O)(=O)CCN2C=N3)C1 (stereo not given)	i	nt
C=CCn1cccc(C(=O)Nc2ccc(OC)cc2OC)c1=O	14%	7
COc1ccc(C(=O)Oc2cc(C(=S)N3CCOCC3)ccc2OC)cc1	?	nt
O=C1/C(=C/c2ccc([N+](=O)[O-])cc2)Oc2cc(O)ccc21	?	nt
Cc1nc(SCC(=O)Nc2nnc(C(C)C)s2)n[nH]1	?	nt
CCOC(=O)[C@@H]1[C@H]2COc3cc(OC)ccc3[C@H]2N2C(=O)N(c3ccc(F)cc3)C(=O)[C@]12C	i	-11
CCOC(=O)C1=C(C)NC(C)=C(C(=O)OCC)C1C(=O)O	15%	-13
CN1C(=O)CC(=O)N(C)c2cc(S(=O)(=O)N(C)Cc3ccccc3)ccc21	?	nt
CC(=O)/C(=N/Nc1ccc([N+](=O)[O-])cc1)N1CCCc2ccccc21	0%	3
O=C(O)Cc1sc(NCc2ccco2)nc1-c1ccccc1	5%	6
FC(F)(F)c1nc(N2CCCC2)ncc1-c1nnnn1-c1ccc(Cl)cc1	?	nt
CSc1ccc(NC(=O)CSc2nc3[nH]c(=O)cc(O)c3s2)cc1	-25%	-4
Cc1cc(C)nc(SCC(=O)c2cc3ccccc3oc2=O)n1	?	nt
CC(C)(C)C(=O)COC(=O)c1cc(S(=O)(=O)N2CCCCC2)ccc1N1CCOCC1	-21%[0.0737 µM]	-9
Cc1cccc(OCC(=O)NS(=O)(=O)c2ccc(Br)cc2)c1	-22%	17
S=c1[nH]nc(-c2ccc3ccccc3n2)n1-c1ccc(Cl)cc1	9%	0
CC(=O)c1c(C)[nH]c(C(=O)CSc2nnc(CN3CCCCCC3=O)n2-c2ccccn2)c1C	?	nt
CC(Oc1cc(F)ccc1[N+](=O)[O-])C(=O)N(C)CC(=O)Nc1ccccc1C(F)(F)F (stereo not given)	21%	nt
CCOC(=O)c1oc2ccccc2c1CN1CCN(C(=O)c2ccccc2)CC1	i	5
COc1ccc(/C=C2\SC(c3ccc(C)cc3)=NC2=O)cc1OC	?	nt
CCOC(=O)Nc1ccc2c(c1)N(C(=O)CN1CCN(C)CC1)c1ccccc1CC2	-14%	-5
Cc1ccsc1CN(C)C(=O)CN1C(=O)NC(c2ccccc2)(c2ccccc2)C1=O	?	nt
O=S(=O)(Nc1ccc(Br)cc1)c1cccc2nonc12	19%	3
COc1ccc(-c2c(C#N)c(N)nc(Sc3ccc(Cl)cc3)c2C#N)cc1	?	nt
CC1(C)Cc2ccccc2C(=O)N1	6%	-1
Cc1nn(C)c(C(=O)NNC(=S)NCc2ccco2)c1Cl	-2%	-11
Nc1c2c(nc3ccc(Br)cc13)N(c1ccccc1)CC2	?	nt
Cc1c(Cl)c([N+](=O)[O-])nn1CC(=O)NCC1CCCO1 (stereo not given)	?	nt
O=S(=O)(c1ccccc1Cl)N1CCCC1c1nc(-c2ccccc2Cl)no1 (stereo not given)	29%	13
CC(NC(=O)Cn1nc(C(=O)O)c2ccccc2c1=O)c1ccccc1 (stereo not given)	8%	14
CC1CC(CC(C)C(=O)NC(=S)Nc2ccc(S(N)(=O)=O)cc2)C(=O)O1 (stereo not given)	1%	-1
COc1ccc2ncc(S(=O)(=O)c3ccccc3)c(N3CCC4(CC3)OCCO4)c2c1	-16%	-4
COc1cccc(C(=O)c2cc3cc(Cl)ccc3[nH]2)c1	?	nt
C=CCNC(=S)NNC(=O)Cn1c(-c2ccccc2)cc(=O)n2ncnc12	-1%	-7
Cc1nnnn1/C(=C\c1ccccc1)C(=O)OCC(=O)Nc1ccc(Cl)cc1F	?	nt
Clc1cccc2c1Sc1ccccc1CC2N1CCNCC1 (stereo not given)	?	nt
CC(c1nccs1)N(C)c1nc2nonc2nc1N(C)C (stereo not given)	0%	-14

Part of the list above in another layout.
Values run as follows: S3 lipid droplet	S3 lipid droplet cell count max
> CC/C(=N/NS(=O)(=O)c1ccc(Cl)cc1)c1ccc(O)cc1
→ ?	nt
> CCC(C)[C@H](NC(=O)NCc1cccnc1)C(=O)OC (stereo not given in full)
→ -11%	10

3 entries from above, as a markdown table:
| structure | S3 lipid droplet | S3 lipid droplet cell count max |
| --- | --- | --- |
| CC(NC(=O)Cn1nc(C(=O)O)c2ccccc2c1=O)c1ccccc1 (stereo not given) | 8% | 14 |
| Cc1nnnn1/C(=C\c1ccccc1)C(=O)OCC(=O)Nc1ccc(Cl)cc1F | ? | nt |
| COc1cccc(C(=O)c2cc3cc(Cl)ccc3[nH]2)c1 | ? | nt |

Compound activity: PubChem BioAssay, National Center for Advancing Translational Sciences (NCATS)

An excerpt; the hit share may differ from the screen's.
